Lipid storage S3: qHTS Assay for Lipid Storage Modulators in Drosophila S3 Cells; Drosophila S3 cells, BODIPY lipid droplet fluorescence, 18-24 h; cells fed with added oleic acid; lipid storage change, negative = inhibition, % at the top dose, mostly 46.1 µM; hits show Potency in µM; hit rate 0.64% among 320,000; AID 2685; active means well fitted inhibition curve with a large enough effect in the signal ratio, with a control signal flat, not every such curve was filed as active; inconclusive means small, poorly fitted or top-dose-only effect, or effect the other way, or a change in a side signal; the % refers to the signal ratio
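Drosophila S3 cells got compounds at several concentrations plus oleic acid (400 uM solution). Laser-scanning cytometry with 488 nm excitation read lipid droplets at 500-530 nm and cells at 575-640 nm. Percent activity was relative to 20 uM Triacsin C.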
Lipid storage S3 cell count max: recorded beside Lipid storage S3, whose call it bears; cell number change, %; measured here: cell count max response;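 cells counted by Cell Tracker Red CMTPX staining in the red channel; peak over a dose series mostly up to 46.1 µM; percent activity relative to internal control wells on each plate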
An asterisk follows results filed as active; [ ] = remark or other dose. On the % scale 0 is the no-effect control and ±100 the full control effect; potency means the concentration at half of the fitted maximal effect. Not all compounds are listed; the hit share may differ from the screen's.

Results for COc1ccc(C(=O)C2CCCN(C(=O)c3noc4c3CCCC4)C2)c(C)c1 (stereo not drawn) ?
Lipid storage S3: inconclusive

How did O=C(c1ccoc1)N1CCC2(CC1)Oc1ccc(Cl)cc1C(=O)C21CC(c2ccccc2)=NO1 (stereo not drawn) do in these assays?
Lipid storage S3: inconclusive

What do the screens show for `Cc1nc(C(=O)Nc2ccccc2)sc1C1(C)CC(c2cccnc2)=NO1` (stereo not drawn)?
Lipid storage S3: inconclusive

How did Cc1c([N+](=O)[O-])c([N+](=O)[O-])nn1CC(=O)NCc1cccnc1 do in these assays?
Lipid storage S3: inconclusive

What do the screens show for `O=C(CSc1nnc(-c2c[nH]c3ccccc23)o1)N1CCCCC1`?
Lipid storage S3: inconclusive

How did CCC(=O)Nc1cccc(NC(C)=O)c1 do in these assays?
Lipid storage S3: 0.4%; Lipid storage S3 cell count max: 19.7

How did CCCCC(=O)Nc1ccc(C(=O)N2CCC(C(=O)OCC)CC2)cc1 do in these assays?
Lipid storage S3: inconclusive

What do the screens show for `CC1CCCC(NC(=O)CN2C(=O)NC(C)(c3ccccc3)C2=O)C1C` (stereo not drawn)?
Lipid storage S3: inconclusive

Results for COc1ccc(N2CCN(C(=O)c3cc4c(s3)-c3ccccc3OC4)CC2)cc1 ?
Lipid storage S3: inconclusive

What do the screens show for `O=C(Nc1ccc(N2CCCCC2)c(Cl)c1)c1ccc(N2CCOCC2)c([N+](=O)[O-])c1`?
Lipid storage S3: inconclusive

What do the screens show for `COc1ccc(-c2cnc(SCC(=O)Nc3cc(C)on3)n2Cc2ccco2)cc1`?
Lipid storage S3: inconclusive

What do the screens show for `NC(=O)c1ccsc1NC(=O)COC(=O)COc1ccccc1[N+](=O)[O-]`?
Lipid storage S3: 9.7%; Lipid storage S3 cell count max: 1.4

How did Cc1ccc(NC(=S)N/N=C2\CC(C)(C)Oc3ccc(O)cc32)cc1 do in these assays?
Lipid storage S3: inconclusive

Results for O=C(O)Cn1c(SC2CCCCC2)nc2ccccc21 ?
Lipid storage S3: 2.0%; Lipid storage S3 cell count max: -3.4

What do the screens show for `COc1ccccc1Nc1ncnc2c1c(C)c(C)n2CCO`?
Lipid storage S3: inconclusive

How did Cc1ccc(C(=O)O)cc1[N+](=O)[O-] do in these assays?
Lipid storage S3: 12.5%; Lipid storage S3 cell count max: -1.1

Results for COc1cc([N+](=O)[O-])ccc1NC(=O)/C=C/C(=O)O ?
Lipid storage S3: -4.8%; Lipid storage S3 cell count max: -5.4

Results for O=C(CS(=O)(=O)c1ccccc1)Nc1ccccn1 ?
Lipid storage S3: inactive[9.22 µM]

Results for COc1c([N+](=O)[O-])cc(C(=O)NNC(=O)c2ccc(C)cc2)cc1[N+](=O)[O-] ?
Lipid storage S3: 6.3%; Lipid storage S3 cell count max: 11.7

What do the screens show for `O=C(c1ccccc1OCc1ccc(Cl)cc1)N1CCN(c2ccccn2)CC1`?
Lipid storage S3: inconclusive

What do the screens show for `O=S1(=O)[C@H]2C[C@@H]3C=C[C@@]2(CN1Cc1ccccc1F)O3`?
Lipid storage S3: inconclusive

How did COCCn1c(COc2ccc(OC)cc2)nc2ccccc21 do in these assays?
Lipid storage S3: inconclusive

Results for O=C(CNC(=O)c1cccc(S(=O)(=O)N2CCc3ccccc32)c1)Nc1ccc(F)c(F)c1F ?
Lipid storage S3: inconclusive

Results for CCCCCCn1c(N)c(C#N)c2ccc([N+](=O)[O-])cc2c1=O ?
Lipid storage S3: inconclusive

How did Cc1ccc(S(=O)(=O)Nc2nc3ccccc3nc2N2CCN(c3ccccc3F)CC2)cc1 do in these assays?
Lipid storage S3: inactive

How did CCOc1ccc(OCCC(=O)NNC(=O)c2nn(C)c(=O)c3ccccc23)cc1 do in these assays?
Lipid storage S3: 5.5%; Lipid storage S3 cell count max: 7.2

What do the screens show for `S=C(NCCc1ccccc1)Nc1ccc(Cl)cc1`?
Lipid storage S3: inconclusive

What do the screens show for `Cc1ccccc1C(=O)/C=C1/SCC(=O)N1C`?
Lipid storage S3: inconclusive

What do the screens show for `Cc1csc(NC(=O)CCNC(=O)c2ccccc2Cl)n1`?
Lipid storage S3: 1.0%; Lipid storage S3 cell count max: -3.1

What do the screens show for `COc1ccc(-c2nnc(SCC(=O)NC(=O)NCc3ccco3)o2)cc1`?
Lipid storage S3: inconclusive

Results for O=C(CNC(=O)c1ccccc1F)OCc1nc2ccccc2s1 ?
Lipid storage S3: inconclusive

How did CCNC(=O)Cc1c(OC)ccc2cc(Br)ccc12 do in these assays?
Lipid storage S3: inconclusive

Results for COc1cc(C(=O)NCC(=O)OCc2ccccc2Cl)cc(OC)c1OC ?
Lipid storage S3: inconclusive

How did CC(=O)Nc1ccc(OC(=O)c2cc([N+](=O)[O-])ccc2Cl)cc1 do in these assays?
Lipid storage S3: -1.0%

How did CC(C)(C)c1ccccc1OCCOCCN1CCCCCC1 do in these assays?
Lipid storage S3: inconclusive

How did COc1ccc(C2NC3=C(CCC3)C3(C#N)C4(N=C(N)C23C#N)OCCO4)cc1 (stereo not drawn) do in these assays?
Lipid storage S3: 10.5%; Lipid storage S3 cell count max: -14.5

Four entries already listed, sorted by SMILES length, ascending.
How did CC(C)(C)c1ccccc1OCCOCCN1CCCCCC1 do in these assays?
Lipid storage S3: inconclusive

Results for O=C(CNC(=O)c1ccccc1F)OCc1nc2ccccc2s1 ?
Lipid storage S3: inconclusive

How did CCOc1ccc(OCCC(=O)NNC(=O)c2nn(C)c(=O)c3ccccc23)cc1 do in these assays?
Lipid storage S3: 5.5%; Lipid storage S3 cell count max: 7.2

How did Cc1ccc(S(=O)(=O)Nc2nc3ccccc3nc2N2CCN(c3ccccc3F)CC2)cc1 do in these assays?
Lipid storage S3: inactive

Next compounds.
How did CCOC(=O)Cn1c(=O)c(-c2cc(Br)ccc2N)nc2ccccc21 do in these assays?
Lipid storage S3: inconclusive

How did O=C(O)CCN1C(=O)c2ccc(Oc3ccc([N+](=O)[O-])cc3)cc2C1=O do in these assays?
Lipid storage S3: inconclusive

How did CCN1CCCC1CNC(=O)C(=O)NC(C)C (stereo not drawn) do in these assays?
Lipid storage S3: -9.6%; Lipid storage S3 cell count max: 0.1

How did COc1ccc2nc(N(CCN(C)C)C(=O)/C=C/c3cccs3)sc2c1 do in these assays?
Lipid storage S3: 1.5%; Lipid storage S3 cell count max: -10.5

What do the screens show for `COC(=O)c1cc(Br)c(=O)n(Cc2ccc(OC)c(OC)c2)c1`?
Lipid storage S3: inconclusive

Results for Cc1c(C(=O)O)oc2ccc(S(=O)(=O)N3CCC(C)CC3)cc12 ?
Lipid storage S3: -10.2%; Lipid storage S3 cell count max: 9.6

What do the screens show for `COC(=O)c1ccc(NC(=O)COC(=O)C2CCC2)cc1`?
Lipid storage S3: inconclusive

How did COc1ccc2nc3sc(C(=O)NCCCN4CCc5ccccc5C4)cc3cc2c1 do in these assays?
Lipid storage S3: inconclusive

What do the screens show for `Cc1ccc2c(Cn3cc(C(F)(F)F)cc(Cl)c3=O)cc(=O)oc2c1`?
Lipid storage S3: inconclusive

How did COC(=O)c1ccc2c(=O)n(CCCCCC(=O)NCc3ccccc3)c(=O)[nH]c2c1 do in these assays?
Lipid storage S3: inconclusive

How did C/C(=N\NC(=O)Cn1nnc2ccccc21)c1ccco1 do in these assays?
Lipid storage S3: inconclusive

What do the screens show for `COc1ccc(CCNC(=O)C2CCN(S(=O)(=O)c3ccc(NC(C)=O)cc3)CC2)cc1OC`?
Lipid storage S3: inconclusive

How did Cc1ccnc(NC(=O)C2CCN(S(=O)(=O)c3ccc(C)c(C)c3)CC2)c1 do in these assays?
Lipid storage S3: inconclusive

How did Cc1cccc(-n2ccnc2CN2CCN(C(C)C)C(CCO)C2)c1 (stereo not drawn) do in these assays?
Lipid storage S3: inconclusive

What do the screens show for `O=C(O)c1ccc(-n2cccc2)cc1O`?
Lipid storage S3: inconclusive

Results for COCCN=C1N[C@@H](c2ccc(Br)cc2)C(C(=O)OC)=C(C)N1Cc1ccccc1 ?
Lipid storage S3: inconclusive

Results for COc1ccc(OC)c(NS(=O)(=O)c2cc(OC)ccc2OC)c1 ?
Lipid storage S3: inconclusive

Results for O=C(CSc1nnc(CNC(=O)c2ccccc2F)o1)c1ccccc1 ?
Lipid storage S3: inconclusive

Results for CCN(CC(=O)Nc1ccccc1C(F)(F)F)C(=O)CCc1c(C)[nH]c(=O)c(C#N)c1C ?
Lipid storage S3: inconclusive

How did COc1ccc(C(=O)NCc2ccccc2)cc1S(=O)(=O)N1CCCc2ccccc21 do in these assays?
Lipid storage S3: inactive; Lipid storage S3 cell count max: -3.3

How did Cc1ccnc(NS(=O)(=O)c2ccc(NC(=O)CSc3nc(-c4ccccc4)cc(=O)[nH]3)cc2)n1 do in these assays?
Lipid storage S3: 7.9%; Lipid storage S3 cell count max: -1.9

Results for Cc1cccc(NC(=O)c2nc[nH]c2C(=O)N[C@@H](C)C(=O)OCc2ccccc2)c1 ?
Lipid storage S3: -1.0%; Lipid storage S3 cell count max: -7.4

What do the screens show for `O=C(c1cc(-c2ccccc2Cl)on1)N1CCCC1`?
Lipid storage S3: inconclusive

What do the screens show for `Cc1cccc(-c2nnc(SCC(=O)N3CCOCC3)o2)c1`?
Lipid storage S3: inconclusive

Results for Cc1cc(C)c(S(=O)(=O)NCCOc2ccccc2)c(C)c1-n1cnnn1 ?
Lipid storage S3: -8.8%; Lipid storage S3 cell count max: -16.0

Results for COc1cc([N+](=O)[O-])ccc1NC(=O)CCCOc1ccccc1 ?
Lipid storage S3: inconclusive

What do the screens show for `CC(CNS(=O)(=O)c1ccc(Cl)cc1)n1cncn1` (stereo not drawn)?
Lipid storage S3: inconclusive

How did CCN1C(=NCCOC)N[C@@H](c2cccc(C(F)(F)F)c2)C(C(=O)OC)=C1C do in these assays?
Lipid storage S3: 3.3%; Lipid storage S3 cell count max: 5.6

How did CC(NS(=O)(=O)c1ccc(Cl)cc1)C(=O)Nc1ccc2c(c1)OCCO2 (stereo not drawn) do in these assays?
Lipid storage S3: inconclusive

What do the screens show for `Cc1ccc(NC(=O)C2C(C(=O)O)C3C=CC2C32CC2)cc1` (stereo not drawn)?
Lipid storage S3: inconclusive

Results for COc1ccccc1S(=O)(=O)CC(O)COc1ccc(F)cc1Cl (stereo not drawn) ?
Lipid storage S3: 4.7%; Lipid storage S3 cell count max: -0.4

How did CCc1ccc(N(C(=O)CNC(=O)c2cccs2)C(C(=O)NC(C)(C)C)c2cc(OC)c(OC)c(OC)c2)cc1 (stereo not drawn) do in these assays?
Lipid storage S3: inconclusive

Results for CCOc1ccccc1NC(=O)c1nc[nH]c1C(=O)Nc1ccccc1OCC ?
Lipid storage S3: -3.7%; Lipid storage S3 cell count max: -10.8

What do the screens show for `CC(C)(/C=N/O)/[N+]([O-])=C/c1ccco1`?
Lipid storage S3: inconclusive

How did CC(C)OP(=O)(CCP(=O)(OC(C)C)OC(C)C)OC(C)C do in these assays?
Lipid storage S3: 2.9%

Results for CCCCN1C[C@H](C)[C@@H](CC(=O)NCc2ccccc2)C1=O ?
Lipid storage S3: inconclusive

The list goes on; the last 5 above are carried over.
How did CCc1ccc(N(C(=O)CNC(=O)c2cccs2)C(C(=O)NC(C)(C)C)c2cc(OC)c(OC)c(OC)c2)cc1 (stereo not drawn) do in these assays?
Lipid storage S3: inconclusive

Results for CCOc1ccccc1NC(=O)c1nc[nH]c1C(=O)Nc1ccccc1OCC ?
Lipid storage S3: -3.7%; Lipid storage S3 cell count max: -10.8

What do the screens show for `CC(C)(/C=N/O)/[N+]([O-])=C/c1ccco1`?
Lipid storage S3: inconclusive

How did CC(C)OP(=O)(CCP(=O)(OC(C)C)OC(C)C)OC(C)C do in these assays?
Lipid storage S3: 2.9%

Results for CCCCN1C[C@H](C)[C@@H](CC(=O)NCc2ccccc2)C1=O ?
Lipid storage S3: inconclusive

Results for COc1ccccc1OCC(=O)Nc1ccc(S(=O)(=O)Nc2cc(C)on2)cc1 ?
Lipid storage S3: inconclusive

Results for CCOC(=O)c1cc2sccc2n1Cc1ccccc1 ?
Lipid storage S3: inconclusive

What do the screens show for `O=C1/C(=C\c2ccc(-c3ccccc3[N+](=O)[O-])o2)C(c2ccccc2)=NN1c1ccccc1`?
Lipid storage S3: 7.9%; Lipid storage S3 cell count max: 13.6

What do the screens show for `COc1ccc(-c2cc(C(=O)N3CCCC3)no2)cc1OC`?
Lipid storage S3: inconclusive

How did c1ccc(Cc2nn3c(Cn4cnc5ccccc54)nnc3s2)cc1 do in these assays?
Lipid storage S3: inactive

Results for CN(C)c1ccc(C(c2nnnn2C(C)(C)C)N2CCc3ccccc3C2)cc1 (stereo not drawn) ?
Lipid storage S3: inconclusive

How did CCOC(=O)c1cc([N+](=O)[O-])sc1NC(=O)CC do in these assays?
Lipid storage S3: inactive

What do the screens show for `COc1ccc(N(CC(=O)NC2CCCC2)C(=O)Cn2nnc(-c3ccc(C)cc3)n2)cc1OC`?
Lipid storage S3: inconclusive

How did CCc1ccc(C(=O)COC(=O)C(CCSC)NC(=O)C23CC4CC(CC(C4)C2)C3)cc1 (stereo not drawn) do in these assays?
Lipid storage S3: -4.7%; Lipid storage S3 cell count max: 7.8

How did O=C1CC(c2ccccc2)C(C(=O)Nc2ccccc2F)N1 (stereo not drawn) do in these assays?
Lipid storage S3: -1.7%; Lipid storage S3 cell count max: -4.3

Results for COc1cc(/C=N/N(C)C)cc(Br)c1O ?
Lipid storage S3: 8.0%; Lipid storage S3 cell count max: 5.9

Results for Cc1nc2ccccn2c1C(=O)NCc1ccc2c(c1)OCO2 ?
Lipid storage S3: inconclusive

Source: PubChem BioAssay
